Screening results deposited in PubChem BioAssay by National Center for Advancing Translational Sciences (NCATS).
p53ts 39C tox: kills p53ts cells at the nonpermissive temperature; H1299-p53A138V viability at 39C, ATP luminescence, 24 h; Potency, µM (doses to about 46.1 µM), inactives show top-dose activity change, negative = cell killing, actives largely listed as cytotoxic; 130,000 tested, 1.5% active; AID 902; further: nearly all actives have a fitted effect of over 55% in size
Peg3 imprint: inducers of genomic imprint erasure in mouse ES cells; 110,000 tested, 0.02% active; Potency, µM (doses to about 60.7 µM), inactives show top-dose activity change, positive = activation, actives largely listed as activators; mouse ES Peg3-LacZ reporter, beta-gal luminescence, 40 h;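 further: 0% = negative control wells on the plate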
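Gelatin-coated wells received 300 freshly trypsinized female ES cells with a Peg3LacZ-Neo reporter on the maternal allele, then incubated 40 hours at 37C. BetaGlo was added for 5 minutes at room temperature before a single luminescence read.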
p53ts 32C kill: p53ts cell cytotoxicity, permissive temperature; H1299-p53A138V at 32C, ATP luminescence viability, 24 h; Potency, µM (series often up to 46.1 µM), inactives show at the top dose activity change, negative = cytotoxicity, most hits filed as cytotoxic; 130,000 tested, 0.93% active; AID 924;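 further: 0% = DMSO and -100% = full killing by reference compound; nearly all actives have a fitted effect of over 55% in size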
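Viability by ATPlite luminescence after 24 h compound treatment (up to 46 uM) at the permissive 32C. Cells are H1299 carrying p53 A138V. Scale runs from DMSO basal to 100 uM tamoxifen as full kill; AC50 from Hill fits.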
IkB sig inh: IkB pathway inhibition in ABC-DLBCL cells; ABC-DLBCL IkBa-CBG/CBR dual luciferase ratio, 4 h; response scale: scaled: untreated 0%, proteasome inhibitor 100%; 110,000 tested, 0.04% active; Potency, µM (highest dose often 57.1 µM), inactives show top-dose IkBa stabilization activation; active means well fitted curve in the direction sought with a large enough effect in the signal ratio, not every such curve was filed as active; inconclusive means small, poorly fitted or top-dose-only effect, or a change in a side signal; the % refers to the signal ratio;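 further: the direction sought is a rising ratio; 0% = basal untreated cells and 100% = reference inhibitor full response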
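In this assay, an IκBα–CBG68 fusion accumulates when IKK-driven degradation is blocked; native CBR normalizes for cell number. OCI-Ly3 cells were treated 4 h with compound and doxycycline, then green and red light read after Chroma-Glo addition.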
* marks the source's active call; other numbers are inactive results; ? = inconclusive; . = no result given; [ ] = dose if it differs, or a comment. Unless noted, the call rests on the fitted dose curve; in most records, active means well fitted curve in the direction sought with a large enough effect; inconclusive means small, poorly fitted or top-dose-only effect, or another doubt; inactive means no such curve, though single readings can be large; an effect the other way counts as inactive or inconclusive. Unless noted, on the % scale 0 is the no-effect control and ±100 the full control effect; potency means the concentration at half of the fitted maximal effect.

SMILES	p53ts 39C tox	Peg3 imprint	p53ts 32C kill	IkB sig inh
COc1ccccc1NC(=O)CN(c1cc(C)cc(C)c1)S(=O)(=O)c1c(C)[nH]c(=O)[nH]c1=O	-23%	11%[10.9 µM]	2%	1.9%
Cc1ccc2nc3ccc(N4CCCC4)nn3c(=O)c2c1	-24%	-23%	?	1.5%
NC(=O)CSc1nc(O)cc(=O)n1-c1ccccc1	9%	13%	-1%	0.2%
Cn1c(=O)c2c(nc(NCCCN3CCOCC3)n2Cc2ccc(Cl)cc2Cl)n(C)c1=O	-3%	-9%	4%	0.0%
CC1CCc2[nH]nc(C(=O)O)c2C1 (configuration not stated)	0%	-6%	1%	0.3%
NS(=O)(=O)c1ccc(CCNC(=O)C2COc3ccccc3C2)cc1 (configuration not stated)	6%	8%[10.9 µM]	3%	-2.0%
Cn1c(=O)c2[nH]c(CCCCc3nc4c([nH]3)c(=O)n(C)c(=S)n4C)nc2n(C)c1=S	8%[9.22 µM]	1%[10.9 µM]	11%[9.22 µM]	1.2%[11.4 µM]
CN(C)CCNS(=O)(=O)c1ccc(Cl)cc1	-1%	-9%	5%	?
CC(=O)N1CCCc2cc(S(=O)(=O)Nc3ccc(C)c(F)c3)ccc21	-3%	-10%[10.9 µM]	7%	?
Nc1nc2nc(Cl)[nH]c2c(=O)[nH]1	12%	-1%	-8%	.
COc1cccc(C2CC(=O)Nc3cc(OC)c(OC)c(OC)c32)c1OC(C)C (configuration not stated)	8%	-2%[10.9 µM]	12%	0.8%
COc1ccc(NC(=O)COc2ccc(S(=O)(=O)NC3CCCCC3)cc2)c(OC)c1	5%	-6%[10.9 µM]	5%	-1.0%
COc1cc(SC)ccc1C(=O)Nc1ccccc1C#N	-10%	-14%	-4%	-3.1%
COc1ccc(S(=O)(=O)N(Cc2nc(-c3ccccc3)no2)C2CCCCC2)cc1	-2%	-10%[10.9 µM]	11%	?
COc1cccc(C(=O)NC2CC(=O)N(c3ccc4c(c3)OCCO4)C2)c1OC (configuration not stated)	-10%	14%[10.9 µM]	-2%	-0.5%
COc1ccc(Cl)cc1NC(=O)c1ccc2c(c1)CCN2S(C)(=O)=O	-15%	-8%[10.9 µM]	-9%	?
COC(=O)c1ccc2c(=O)n(CCCCCC(=O)N3CCN(c4ccccc4)CC3)c(=O)[nH]c2c1	?	-8%	?	?
Cc1nc2scc(C)n2c(=O)c1S(=O)(=O)NCCc1ccccc1	-27%	12%[10.9 µM]	4%	3.2%
COc1ccc(CCn2c(-c3ccco3)nc3nc4ccccc4nc32)cc1	14%	-5%	-17%	-1.5%
C=CCn1c(NCc2ccc(N(C)C)cc2)nc2ccccc21	-16%	-15%	-18%	2.6%
O=C(Nc1ccc2oc(-c3ccc(F)cc3)nc2c1)c1ccccc1F	6%	.	32%[activator]	-2.5%
CCOc1ccc(CN2C(=O)c3ccccc3Sc3ccc(C(=O)NCc4ccc(C)cc4)cc32)cc1	36%[activator]	-8%[10.9 µM]	23%	-1.2%
COC(=O)CSc1nc2ccccc2o1	-1%	-1%	-7%	0.0%
Oc1ccccc1C=NC1=NN(c2cccc(C(F)(F)F)c2)CC1	6%	.	-9%	.
CCCCOc1cccc(C(=O)Nc2ccc3oc(-c4cccnc4)nc3c2)c1	-2%	-5%[10.9 µM]	-15%	?
CCOc1ccc(NC(=O)CSc2nc(-c3ccc(OC)cc3)nc3c2Cc2c(CO)cnc(C)c2O3)cc1	-7%	-16%[10.9 µM]	6%	-1.5%
COc1ccc(-n2ncc(C(=O)N3CCN(C(=O)c4ccco4)CC3)c2C2CCN(C(=O)OC(C)(C)C)CC2)cc1	26%	4%[10.9 µM]	-9%	-1.6%
Cc1oc(-c2ccccc2F)nc1Cn1c(SCc2cccc(C(F)(F)F)c2)nc2ccncc21	-15%	-6%[10.9 µM]	-18%	?
Cc1sc2nc(CN3CCOCC3)nc(NS(=O)(=O)c3ccc4c(c3)OCCO4)c2c1C	-2%	0%	-3%	-1.1%
COc1ccc(Cl)cc1NC(=O)Cn1c(=O)c2ccccc2n2nncc12	-8%	-5%[10.9 µM]	-2%	?
O=C(CCOc1ccccc1)Nc1ccc(S(=O)(=O)N2CCCC2)cc1	-15%	-3%	-5%	-0.6%
Cc1cc(Br)ccc1NC(=O)C(Cc1ccccc1)NS(=O)(=O)c1ccc(Br)s1 (configuration not stated)	?	7%[10.9 µM]	-16%	6.0%
COc1cccc(CNC(=O)Cc2csc3nc(-c4ccccc4)cn23)c1	-24%	-11%[10.9 µM]	-5%	0.5%
COC(=O)Cn1c(=N)n(CCN2CCCCC2)c2ccccc21	-8%	-6%	-11%	5.7%
Cc1ccc(CNC(=O)C2CCCN(S(C)(=O)=O)C2)cc1 (configuration not stated)	-11%	-25%	-10%	2.7%
CC1(C(=O)NC2CCCCCCC2)CCC(=O)N1Cc1cccnc1 (configuration not stated)	4%	-4%	1%	-1.4%
Cc1noc(C(=O)N2CCN(c3ccc(F)cc3)CC2)c1Cl	6%	-6%	0%	-1.1%
CC(C(=O)Nc1cccnc1)N1C(=O)C2C3C=CC(C3)C2C1=O (configuration not stated)	0%	-8%	4%	1.5%
COc1cccc(-c2nnc3n(Cc4ccccc4Cl)c(=O)c4ccccc4n23)c1O	0%	-8%[10.9 µM]	0%	0.6%
Cc1ccc(Cn2c(=O)c3ccccc3n3c(-c4ccccc4)nnc23)cc1	7%	12%[10.9 µM]	9%	0.3%
O=C(CSc1nnc(-c2ccccc2)o1)Nc1ccccc1F	10µM*	-93%[inhibitor]	13µM*	?
COc1ccc(CCNC(=O)C2CCN(S(=O)(=O)N3CCCCCC3)CC2)cc1OC	3%	-13%	3%	4.3%
CCOc1ccc(-c2nn(-c3ccccc3)cc2C2NC(=O)NC(C)=C2C(=O)OC(C)C)cc1 (configuration not stated)	18%	14%[10.9 µM]	14%	?
CCCC(=O)Nc1cc(=O)[nH]c2ncnn12	8%	-7%	6%	-1.5%
CCN(CC)CCCN(C(=O)c1cccs1)c1nc(-c2ccc(OC)cc2)cs1	-22%	.	-11%	-1.1%
CC(C)[C@](N)(C(=O)O)c1ccccc1	13%[9.22 µM]	-12%[10.9 µM]	4%[9.22 µM]	-1.0%[11.4 µM]
O=c1c(-c2cccs2)nc2cnc(N3CCNCC3)nc2n1Cc1cccs1	?	-55%[inhibitor]	?	-3.1%[11.4 µM]
CCOc1ccc(NC(=O)CN2CCN(CC(=O)c3ccc(OC)c(OC)c3)CC2)cc1	-5%	-10%	-1%	-1.3%

Among those listed so far, 6 contain fluorine.
SMILES	p53ts 39C tox	Peg3 imprint	p53ts 32C kill	IkB sig inh
CC(=O)N1CCCc2cc(S(=O)(=O)Nc3ccc(C)c(F)c3)ccc21	-3%	-10%[10.9 µM]	7%	?
O=C(Nc1ccc2oc(-c3ccc(F)cc3)nc2c1)c1ccccc1F	6%	.	32%[activator]	-2.5%
Oc1ccccc1C=NC1=NN(c2cccc(C(F)(F)F)c2)CC1	6%	.	-9%	.
Cc1oc(-c2ccccc2F)nc1Cn1c(SCc2cccc(C(F)(F)F)c2)nc2ccncc21	-15%	-6%[10.9 µM]	-18%	?
Cc1noc(C(=O)N2CCN(c3ccc(F)cc3)CC2)c1Cl	6%	-6%	0%	-1.1%
O=C(CSc1nnc(-c2ccccc2)o1)Nc1ccccc1F	10µM*	-93%[inhibitor]	13µM*	?

(more compounds)
SMILES	p53ts 39C tox	Peg3 imprint	p53ts 32C kill	IkB sig inh
C[N+]1(C)C[C@@H](O)C[C@@H]1C(=O)[O-]	11%[20.6 µM]	3%[16.8 µM]	2%[20.6 µM]	-1.2%[25.6 µM]
COc1cccc(-n2nnc3c(=O)n(Cc4ccc(Cl)cc4)cnc32)c1	-6%	-15%	-20%	0.1%
CC(NC(=O)CN1C(=O)COc2ccccc21)c1ccccc1 (configuration not stated)	-6%	-3%	0%	-0.6%
Nc1ccc2oc(-c3cccs3)nc2c1	?	-52%[inhibitor]	-29%	-0.7%
CCOCCCNC(=O)c1ccc(-n2c(-c3ccccc3)cc3c2CCCC3)cc1	-1%	-21%[10.9 µM]	17%	?
COc1cccc(C(=O)CSc2nnc(COc3cccc4cccnc34)o2)c1	-19%	-20%	-7%	?
CCOC(=O)N1CCN(c2c(N3CCc4ccccc4C3)c(=O)c2=O)CC1	-9%	-15%	6%	-2.7%
Cc1ccc(-n2nc3c(c2NC(=O)c2ccc(S(=O)(=O)N4CCOCC4)cc2)CSC3)c(C)c1	7%	-1%	21%	4.0%
COc1ccc(CCNC(=O)CCCCn2c(=O)c3ccccc3n(Cc3cc(C)ccc3C)c2=O)cc1OC	9%	-9%[10.9 µM]	10%	-0.9%
NC(=O)c1ccc(Br)c(S(=O)(=O)N2CCCCC2)c1	14%	-3%	7%	5.6%
N#Cc1c(-c2ccccc2)cc(C2CC2)nc1N	2%	-4%	4%	-3.7%
Nc1nc(SCC(=O)N2CCCC2)[nH]c(=O)c1-c1ccccc1	6%	-6%	2%	-0.1%
CCOC(=O)c1c(C)[nH]c(CCC(=O)NCc2ccccc2C)c1C	-9%	-6%[10.9 µM]	-1%	1.2%
CCCOc1ccc(C(C)(O)CN2CCOCC2)cc1 (configuration not stated)	5%	.	-2%	-1.5%
CC1CCC2C(=O)OC(CO)CN2C1c1ccc(Br)cc1 (configuration not stated)	12%[9.22 µM]	.	2%[9.22 µM]	.
CC1(C)CC(=O)C=C(N2CCCC2)C1	16%	.	2%	.
CC1(C)CC(CCNC(=O)c2ccco2)CC(C)(C)N1	9%	-13%	0%	-1.8%
CCOC(=O)C1CCN(C(=O)CN(Cc2ccccc2)S(C)(=O)=O)CC1	-2%	-17%	2%	-2.1%
CCOC(=O)Cn1cnc2c(C#N)c3n(c2c1=O)CCCCC3	-1%	-6%	2%	-1.2%
CN1CCC(CNC(=O)c2ccc(Cc3nc4ccccc4[nH]3)cc2)CC1	-7%	.	-2%	.
O=C(O)c1ccc2c3c(cccc13)C(=O)N(c1ccccc1O)C2=O	-3%	1%	-6%	?
COc1c(C)cc(Br)cc1C(=O)O	2%	-6%	-6%	-1.4%
CCOC(=O)c1cc(-c2ccc(OC)c(S(=O)(=O)NCc3ccccc3Cl)c2)on1	30%[activator]	-4%[10.9 µM]	3%	4.0%
COc1ccc2c3c1OC1CC(O)C=C[C@@]31CCN(C)C2 (some centres not stated)	6%	-12%	-7%	.
COC(=O)c1cc(C)nc2c1c(=O)nc(SCc1ccccc1Cl)n2C1CC1	3%	-6%[10.9 µM]	8%	?
O=C(NCCCN=C1NS(=O)(=O)c2ccccc21)c1ccco1	14%	.	7%	.
NS(=O)(=O)c1ccc(CCNC(=O)CSc2nc3ccsc3c(=O)n2CC(=O)O)cc1	2%	.	-3%	.
c1ccc(Cn2c(SCc3cn4cccnc4n3)nnc2-c2ccco2)cc1	-6%	-8%	-5%	0.4%
Cc1cc(C(=O)N/N=C/c2cc(Br)ccc2OC(=O)c2ccc(Br)cc2)n[nH]1	-5%	.	-23%	.
COc1ccccc1/C=N/Nc1nncc2ccccc12	-8%	.	?	.
CCOC(=O)C1CCN(S(=O)(=O)C(F)(F)c2nc3ccccc3s2)CC1	?	-17%	?	1.1%
Cc1ccc(S(=O)(=O)Oc2ccc(/C=N/NC(=O)c3nn(C)cc3Cl)cc2)cc1	12%	.	2%	.
Cc1ccccc1CNC(=O)c1ccc2nc(C(C)C)oc2c1	-10%	12%[10.9 µM]	-7%	1.0%
COc1ccc2c(c1)N(CC[C@H]1CCCCN1C)c1ccccc1S2	-7%[9.22 µM]	-16%[10.9 µM]	3%[9.22 µM]	-1.1%[11.4 µM]
O=C(Nc1ccc(Cl)cc1)OCc1ccccn1	0%	.	-13%	.
Cc1ccc(N2CCN(c3cc(C)nc4c(-c5ccc(Cl)cc5)c(C)nn34)CC2C)cc1 (configuration not stated)	4%	-10%[10.9 µM]	13%	-1.6%
COc1ccc(COC(=O)N/N=C2/C[C@@H](O)[C@@H](O)[C@@H]3[C@@H]4C(=O)N([C@@H](C)c5ccccc5)C(=O)[C@H]4CC[C@H]23)cc1	16%[9.22 µM]	.	-4%[9.22 µM]	.
Cc1ccccc1NC(=O)CSc1cn(CC(=O)N(C(C)C)C(C)C)c2ccccc12	-17%	-13%[10.9 µM]	3%	?

The order is random. About 1.8% of those tested had a hit in this group.
